CR mimetic SO – reduction of superoxide in aged yeast, primary screen, HTS; S. cerevisiae aged cells, superoxide DHE fluorescence; stronger effect = lower value; superoxide response (% of plate mean), % at 10 µM; hit rate 0.18% among 330,000; AID 2690, 2010;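 active = superoxide response under a set limit, about three screen SD below normal, cut at about 65% in these data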;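 also: yeast aged for seven days with compound at 30 °C before DHE staining; 100% = average MFI of all compound-treated wells on the plate with controls excluded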
BCLXL inh – inhibitors of human Bcl-xL, primary screen, biochemical, fluorescence polarization, HTS | Bcl-2-like protein 1 (Homo sapiens), Q07817 | GST-Bcl-xL / FITC-Bim BH3 peptide fluorescence polarization | inhibition, % at 10.9 µM | hit rate 0.7% among 320,000 | AID 2129, 2009;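 active = inhibition above the mean of all tested compounds plus 3 SD, cutoff set per campaign, cut at about 30% in these data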;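 also: 0% = DMSO wells and 100% = unlabeled Bim-BH3 peptide competitor; inhibitors lower millipolarization by displacing the labeled peptide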
Target sequence (Q07817 whole entry, looked up): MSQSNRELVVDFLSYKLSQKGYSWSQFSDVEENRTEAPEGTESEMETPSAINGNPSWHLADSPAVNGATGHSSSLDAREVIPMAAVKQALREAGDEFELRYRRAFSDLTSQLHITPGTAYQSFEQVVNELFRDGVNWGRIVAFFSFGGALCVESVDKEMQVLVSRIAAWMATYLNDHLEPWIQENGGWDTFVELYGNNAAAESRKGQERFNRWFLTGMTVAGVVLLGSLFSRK
MEX-5 binding – MEX-5 zinc finger RNA-binding disruptors – biochemical, C. elegans, fluorescence polarization, MLPCN library, primary screen | activity score (negative = inhibition of binding), % at 10 µM | MEX-5/FITC-TCR2 RNA binding; stronger effect = lower value | hit rate 0.38% among 300,000 | AID 1832, 2009 | Zinc finger protein mex-5 (Caenorhabditis elegans), Q9XUB2;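 active = inhibition past about -25% in most replicates, and total fluorescence under double the plate's negative control median, limit read from the data; inconclusive = replicates evenly split on the limit, or fluorescence at least double controls; inactive = too little inhibition in most replicates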;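 also: 0% = DMSO and -100% = 5 µM competing unlabeled TCR2 RNA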
MCL1-BIM inh – inhibitors of MCL1 binding to BIM-BH3, primary screen, biochemical, fluorescence polarization; Induced myeloid leukemia cell differentiation protein Mcl-1 (Homo sapiens), Q07820; GST-MCL1 / FITC-Bim-BH3 fluorescence polarization; inhibition, % at 10.9 µM; hit rate 0.68% among 320,000; AID 2057, 2009;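 active = inhibition above the mean inhibition of all tested compounds plus 3 SD, set per campaign, cut at about 40% in these data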;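 also: 0% = DMSO wells and 100% = unlabeled Bim-BH3 peptide control; higher means more loss of mP so more displacement of Bim peptide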
GLD-1 TGE inh – GLD-1/TGE RNA complex disruptors, primary screen, biochemical, fluorescence polarization | purified GLD-1 + fluorescein TGE RNA | inhibition, % at 5.96 µM | hit rate 0.44% among 320,000;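 active = percent inhibition above a per-plate cutoff, the plate mean of test compounds plus 3 SD, cut at about 30% in these data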;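 also: 0% = DMSO wells with GLD-1 and probe and 100% = wells lacking GLD-1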
VLA-4 inh – inhibition in human VLA-4 binding assay, primary screen, VLA-4 allosteric modulator project, MLPCN library, flow cytometry, VLA-4 expressing cells; Integrin alpha-4 (Homo sapiens), P13612; ligand binding flow cytometry; inhibition, % (about 7 µM as worked out from the volumes in the protocol); hit rate 0.2% among 330,000; AID 2557, 2010; in the data active = inhibition above about 50%
GRK2 inh – compounds blocking aptamer binding on GRK2 – biochemical, human GRK2, bead flow cytometry, HTS, primary screen; Beta-adrenergic receptor kinase 1 (Homo sapiens), P25098; FAM-aptamer displacement from GRK2; inhibition of aptamer binding, % at 10 µM; hit rate 0.59% among 330,000;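 active = inhibition of aptamer binding above 40%, roughly 3 SD of noise, on plates passing a quality check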;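 also: median bead fluorescence of bound FAM aptamer so fluorescent compounds give negative values; no value below 0 was filed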
Target sequence (P25098 whole entry, looked up): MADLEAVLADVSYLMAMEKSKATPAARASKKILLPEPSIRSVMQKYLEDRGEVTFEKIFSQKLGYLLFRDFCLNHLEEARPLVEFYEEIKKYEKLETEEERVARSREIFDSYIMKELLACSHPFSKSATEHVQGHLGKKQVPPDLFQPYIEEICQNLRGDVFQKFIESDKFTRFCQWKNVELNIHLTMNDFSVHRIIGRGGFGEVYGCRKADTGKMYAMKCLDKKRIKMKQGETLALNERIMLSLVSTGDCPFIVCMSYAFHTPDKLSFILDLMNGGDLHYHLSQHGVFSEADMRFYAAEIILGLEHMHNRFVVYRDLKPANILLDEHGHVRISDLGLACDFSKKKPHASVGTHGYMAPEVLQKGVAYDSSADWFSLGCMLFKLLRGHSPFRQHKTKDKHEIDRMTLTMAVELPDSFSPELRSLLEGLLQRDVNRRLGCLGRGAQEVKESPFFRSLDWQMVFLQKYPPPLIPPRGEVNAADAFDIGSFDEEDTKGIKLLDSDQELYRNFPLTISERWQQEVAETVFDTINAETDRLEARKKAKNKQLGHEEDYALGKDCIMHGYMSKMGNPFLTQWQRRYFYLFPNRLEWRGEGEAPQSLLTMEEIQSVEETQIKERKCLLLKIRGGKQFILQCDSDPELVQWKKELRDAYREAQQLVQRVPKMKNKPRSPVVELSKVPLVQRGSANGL
AGP1 TOR yeast – modulators of AGP1-GFP expression in yeast TOR pathway, primary screen, cell-based, multiplex flow cytometry, S. cerevisiae, MLPCN library; GFP response vs DMSO, % at 10 µM; 3 h; GFP as percent of DMSO wells; AID 2066, 2009; hit rate 0.02% among 320,000;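 active = GFP response relative to DMSO above a set limit, near screen average plus 3 SD, cut at about 150% in these data; inconclusive = fewer than 70 cells counted for the yeast strain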;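 also: median GFP channel fluorescence of the gated AGP1 strain per well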
CIT2-GFP yeast – modulators of CIT2-GFP expression in yeast, primary screen, S. cerevisiae, GFP fusion, multiplex flow cytometry, MLPCN library. S. cerevisiae CIT2-GFP strain, 3 h; 100 means same as DMSO wells. GFP response vs DMSO, % at 10 µM. hit rate 0.065% among 320,000. AID 2029, 2009;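 active = GFP response relative to DMSO above a set limit, near the screen mean plus 3 SD, cut at about 150% in these data; inconclusive = Fewer than 70 cells measured for a yeast strain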;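 also: ratio of well median GFP fluorescence to mean of DMSO wells on the plate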
Starred values were filed as active, the others as inactive; ? = inconclusive; / = no result given; [ ] = another dose, or the depositor's remark.

SMILES	CR mimetic SO	BCLXL inh	MEX-5 binding	MCL1-BIM inh	GLD-1 TGE inh	VLA-4 inh	GRK2 inh	AGP1 TOR yeast	CIT2-GFP yeast
CCOc1ccc(C(C)(C)C)cc1S(=O)(=O)n1nc(C)cc1C	67	8	-0.4	3	1	0	2	94	76
O=C(/C=C/c1ccc(Cl)c([N+](=O)[O-])c1)NCc1cccnc1	109	3	0.9	-4	-7	2	0	93	86
CS(=O)(=O)N1CCN(CC(=O)NC2CCCC2)CC1	101	0	-0.9	-6	-1	-2	0	98	100
COc1ccc(CN2CCn3ncc(C(=O)Nc4cccc(C)c4)c3C2=O)cc1	92	8	/	5	3	16	0	98	103
O=c1[nH]nc(N2CCOCC2)c(=O)[nH]1	104	-1	5.7	4	-4	6	2	110	105
CCOC(=O)c1nc(Nc2cc(C)cc(C)c2)c2ccccc2n1	103	1	3.6	2	-4	-6	0	96	102
COC(=O)C(Cc1ccc(OC(=O)c2ccc(C)cc2)cc1)N1Cc2ccccc2C1=O (centres undefined)	93	7	1.4	0	6	22	0	107	105
CCN1CCN(C(=S)Nc2cccc(C(F)(F)F)c2)CC1	104	3	-1.1	6	-6	9	1	99	98
Cc1cnc(C(=O)Nc2ccc(F)cc2)cn1	115	3	-6.1	-4	0	22	0	99	103
Cc1cc(C)c(C(=O)N2CCCC(Nc3ccc(C)c(C)c3)C2)o1 (centres undefined)	109	3	-1.0	2	11	1	0	97	95
COc1cc(C)cc(OC)c1OCC(=O)Nc1cc(C)on1	108	4	/	3	3	-5	2	93	88
COc1cc(/C=N/n2c(-c3ccccc3)n[nH]c2=S)ccc1O	86	-15	-3.6	-13	2	6	1	106	112
CCc1c(C)c2cc(Cl)c(O)c(CN3CCCCC3)c2oc1=O	101	6	-7.1	1	0	0	0	114	112
CCOC(=O)C(C)Sc1nnc(-c2ccccc2O)n1Cc1ccccc1 (centres undefined)	110	1	-2.2	0	10	1	1	97	84
O=c1c(C=NCc2ccccc2)c(NCc2ccccc2)nc2ccccn12	122	3	0.6	-1	3	5	2	92	94
Clc1ccc(OCCn2ccnc2)c(Cl)c1	77	5	4.8	3	7	-1	2	/	113
COc1ccc(-n2ncc3c2CC(C)(C)CC3NC(=O)CCN2CCCC2=O)cc1 (centres undefined)	113	3	-1.4	9	2	7	5	102	99
O=C(COC(=O)c1ccccc1)NC1CCCC1	92	4	1.0	11	7	-5	0	101	104
CNc1snc(C)c1C(=O)OCC(=O)c1ccc(Cl)cc1	103	4	/	1	-2	-7	51*	102	84
O=C(Cc1ccccc1Cl)Nc1cccnc1	93	4	2.4	14	-2	1	2	107	105
O=C1CN(C(=O)c2ccccc2F)C(c2ccc(F)cc2)c2cc(Br)ccc2N1 (centres undefined)	112	3	3.9	8	1	0	17	105	94
CCOc1ccc(NS(=O)(=O)c2cc(C(=O)N3CCCC3)ccc2Cl)cc1	98	5	0.5	0	1	12	4	109	105
O=c1cc(CN2CCN(CCO)CC2)c2cc3c(cc2o1)CCC3	86	3	-1.4	5	2	4	7	105	103
COc1ccc(NS(=O)(=O)c2ccc(NC(=O)CCNS(=O)(=O)c3ccc(C)cc3)cc2)cc1	115	-1	-2.7	-4	1	22	2	105	90
Cc1cc2cc(CNC(=O)c3ccc4c(c3)OCO4)ccc2[nH]1	109	37*	-1.6	53*	33*	20	26	96	93
O=C(CC1CCS(=O)(=O)C1)NC1CCCCC1 (centres undefined)	101	8	1.6	9	4	5	8	95	91
COCCN(Cc1cn(C)nc1-c1ccc(Oc2ccccc2)cc1)C(C)C	94	/	-0.8	/	/	11	2	97	101
Cc1cccc(OCc2nnc(N)s2)c1C	108	-1	3.3	5	-1	17	0	103	102
CCOc1ccc(Br)cc1S(=O)(=O)NCCN1CCCC1	108	2	1.0	3	5	-6	0	106	103
CC(NC(=O)c1cccc(S(=O)(=O)N2CCN(C)CC2)c1)C1CC2CCC1C2 (centres undefined)	92	-3	1.4	-10	3	6	2	?	90[may fluoresce red]
COCCC(=O)N1CCCC(CCC(=O)NCc2ccc(F)c(F)c2)C1 (centres undefined)	95	7	0.3	7	-1	-1	1	101	100
Cc1cccc(NC(=O)CNC(=O)c2cn(Cc3ccccc3)nc2-c2cccnc2)c1C	89	-1	/	-6	2	1	0	107	103
O=C1CSC(=S)N1/N=C/c1ccc(Cl)c([N+](=O)[O-])c1	97	19	?	35	2	14	0	104	101
Cc1oc2ccc(NS(=O)(=O)c3ccccc3)cc2c1C(=O)Nc1ccccc1	96	3	-1.5	8	8	1	3	110	107
Cc1cccc(CC(C)NC(=O)CCc2nnc(-c3ccccc3)o2)n1 (centres undefined)	92	3	-0.2	6	2	8	2	103	97
Cc1nc(S(=O)(=O)c2ccc(Cl)cc2Cl)nc2c1CCC2	101	2	-1.3	-1	0	7	1	95	98

3 of the entries above in order of the AGP1 TOR yeast value, low to high.
SMILES	AGP1 TOR yeast
COCCC(=O)N1CCCC(CCC(=O)NCc2ccc(F)c(F)c2)C1 (centres undefined)	101
O=c1cc(CN2CCN(CCO)CC2)c2cc3c(cc2o1)CCC3	105
COC(=O)C(Cc1ccc(OC(=O)c2ccc(C)cc2)cc1)N1Cc2ccccc2C1=O (centres undefined)	107

A draw from above in order of length of the SMILES, rising.
SMILES	CR mimetic SO	BCLXL inh	MEX-5 binding	MCL1-BIM inh	GLD-1 TGE inh	VLA-4 inh	GRK2 inh	AGP1 TOR yeast	CIT2-GFP yeast
Cc1cccc(OCc2nnc(N)s2)c1C	108	-1	3.3	5	-1	17	0	103	102
CCOc1ccc(Br)cc1S(=O)(=O)NCCN1CCCC1	108	2	1.0	3	5	-6	0	106	103
Cc1cccc(CC(C)NC(=O)CCc2nnc(-c3ccccc3)o2)n1 (centres undefined)	92	3	-0.2	6	2	8	2	103	97
Cc1oc2ccc(NS(=O)(=O)c3ccccc3)cc2c1C(=O)Nc1ccccc1	96	3	-1.5	8	8	1	3	110	107

(listing goes on)
SMILES	CR mimetic SO	BCLXL inh	MEX-5 binding	MCL1-BIM inh	GLD-1 TGE inh	VLA-4 inh	GRK2 inh	AGP1 TOR yeast	CIT2-GFP yeast
O=C(NC1CCC(O)CC1)c1cccc2cccnc12 (centres undefined)	117	1	1.2	-2	-2	6	3	105	108
CCOC(=O)c1ccc(-n2c(CC)nc3ccccc3c2=O)cc1	101	2	0.8	-4	-9	14	1	104	93
O=S1(=O)CC/C(=N/Nc2ccccn2)c2cc(F)ccc21	108	-2	-2.5	3	-4	-1	4	97	77
CC(NC(=O)c1ccc(C(F)(F)F)cc1)C(c1ccccc1)N1CCOCC1 (centres undefined)	91	6	-0.2	-1	-5	21	0	102	95
Cc1ccc2nc(-c3ccc(NC(=O)COCC(=O)O)cc3)sc2c1	112	7	-0.3	9	-5	5	2	84	85
C[C@H](CO)N1C[C@H](C)[C@H](CN(C)S(=O)(=O)c2cn(C)cn2)Oc2ccc(NC(=O)Nc3ccc(C(F)(F)F)cc3)cc2CC1=O	95	/	/	/	6	-9	4	94	92
COc1ccc(Nc2nc(N)nc(CSc3nccc(C)n3)n2)cc1	78	5	0.2	6	-2	21	3	103	96
C/C=C\C=C/C(=O)Nc1cccc(C2=NOC3(C2)C[C@@H](C(N)=O)N(C(=O)C2(C)CC2)C3)c1 (some centres undefined)	98	4	-3.5	-2	5	-6	8	94	82
O=C(NCc1ccc(Cl)cc1)C1CCCN(c2cnccn2)C1 (centres undefined)	65*	-1	0.8	6	7	-6	0	105	108
Cc1ccc(S(=O)(=O)N2CCCC(C(=O)NC3=NCCS3)C2)cc1 (centres undefined)	106	3	-3.9	2	4	8	0	110	112
O=S(=O)(c1cccc2cccnc12)N(CCO)CCO	105	-2	-0.4	3	-1	23	1	104	104
CCC(=O)Nc1cccc(-n2nnnc2SCC(=O)N(C(C)C)C(C)C)c1	100	3	-0.4	4	-3	37	0	110	106
O=C(CSc1nc2ccccc2c(=O)[nH]1)Nc1ccc(N2CCOCC2)c(Cl)c1	97	3	0.1	2	8	-6	1	98	103
O=C(O)CCCNC(=O)CCn1nnc2ccccc2c1=O	98	4	1.4	3	-1	-7	0	102	106
CC(C)(C)NCC(O)COc1cccc2[nH]c(=O)[nH]c12 (centres undefined)	99	4	2.0	3	1	8	1	92	85
CCCCc1n[nH]c2c1/C(=N/OCC)CC(C)(C)C2	95	1	3.1	-1	-1	6	5	101	103
COc1ccc(C2/C(=C(/O)c3ccc(S(=O)(=O)N4CCOCC4)cc3)C(=O)C(=O)N2CCN2CCOCC2)cc1 (centres undefined)	98	-3	1.9	-9	3	1	0	104	112
C/C(=N\NC(=O)CN1CCN(Cc2ccc(C)cc2)CC1)c1ccncc1	97	-1	-0.8	-3	-1	27	0	102	98
Cc1nc(SCc2ccc(F)cc2)n[nH]1	101	8	-0.2	8	-4	0	12	100	98
O=C(COc1ccc([N+](=O)[O-])cc1)NCCc1nc2ccccc2[nH]1	86	9	1.2	-3	-8	3	1	108	100
COc1ccc(N2CCN(CCN3C(=O)c4ccccc4C3=O)CC2)cc1	97	-6	0.4	-6	-4	-5	0	79	95
COc1ccc(CCNC(=O)c2ccccc2Cl)cc1OC	95	10	0.6	7	1	25	0	90	96
C=C(C)Cn1cnc2cc(C)c(C)cc21	100	6	-1.2	2	2	-5	5	100	104
c1ccc(Cn2nnc3c(NCCN4CCOCC4)ncnc32)cc1	110	-6	1.6	-2	-3	-4	5	102	100
O=C(NC1CCOC1)c1ccc(OC2CCN(CCc3ccccc3)CC2)cc1 (centres undefined)	96	0	-1.3	1	-2	2	3	93	83
CC(=O)c1cccc(NC(=O)c2noc3c2CCc2ccccc2-3)c1	103	-5	0.5	0	-2	9	0	98	96

Source: PubChem BioAssay
